# Source: PubChem BioAssay
# rad50 = NCI yeast anticancer drug screen, S. cerevisiae rad50 strain | % growth inhibition at 50 µM | 79,000 compounds, 10% hits;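 further: 0% = growth of vehicle-only cultures of the same strain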
#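 Vehicle-treated cultures provide the reference for the growth inhibition reported for compound-exposed, repair-deficient yeast.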
# yeast sgs1 mgt1 = NCI yeast anticancer drug screen, S. cerevisiae sgs1 mgt1 strain; growth inhibition, % at 50 µM; 78,000 compounds, 10% hits;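 further: 0% = growth of vehicle-only cultures of the same strain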
#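 Yeast cells carrying a defined DNA-repair defect were exposed to test compounds. Growth inhibition was measured relative to vehicle-treated controls.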
# cln2 rad14 = NCI yeast anticancer drug screen, S. cerevisiae cln2 rad14 strain; growth inhibition, % at 50 µM; 78,000 compounds, 8.3% hits; AID 165;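 further: 0% = growth of vehicle-only cultures of the same strain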
#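 Compounds are applied to the cln2 rad14 yeast strain, and growth is then compared with that of vehicle-treated cultures to give inhibition.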
# bub3 = NCI yeast anticancer drug screen, S. cerevisiae bub3 mutant strain | % growth inhibition at 50 µM | 78,000 compounds, 9.9% hits | AID 167;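 further: 0% = growth of vehicle-only cultures of the same strain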
#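 In this screen, a yeast mutant lacking normal mitotic checkpoint function is challenged with compound. Relative growth versus vehicle gives the inhibition value.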
# mlh1 rad18 = NCI yeast anticancer drug screen, S. cerevisiae mlh1 rad18 strain | 79,000 compounds, 11% hits | growth inhibition, % at 50 µM | AID 175;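 further: 0% = growth of vehicle-only cultures of the same strain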
#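 Growth inhibition of the yeast strain was measured after compound exposure and expressed relative to vehicle-treated controls. The strain carries defined defects in DNA damage repair.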
# mec2-1 = NCI yeast anticancer drug screen, S. cerevisiae mec2-1 strain. 79,000 compounds, 9% hits. % growth inhibition at 50 µM;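 further: 0% = growth of vehicle-only cultures of the same strain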
#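 Each compound was tested on mec2-1 yeast, a strain altered in DNA damage repair or cell cycle control. Growth inhibition is reported relative to vehicle.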
# Starred values were filed as active, the others as inactive; & = joins results of further samples. No stated cut-off is given here; in the data, active means growth inhibition above about 70%; inactive means the rest.
SMILES,rad50,yeast sgs1 mgt1,cln2 rad14,bub3,mlh1 rad18,mec2-1
Cc1ccc(S(=O)(=O)NC(=O)NNc2ccc(F)cc2)cc1,2,2,18,-12,42,2
Cc1scnc1C(C#N)(c1ccccc1)c1ccccc1,99*,99*,98*,99*,98*,98*
CCOC(=O)C(NC(=O)CC(C)C)(NC(C)C)C(F)(F)F (centres undefined),-8,-9,-8,-3,-13,-2
CN1CCN(C(=O)NC2CCCCC2)CC1,-2,3,-44,-8,-8,-11
CC(C)(CO)N=Cc1cccc(F)c1,-7,-12,-30,-21,-25,10
[O-][n+]1cccc(CO)c1,-18,-25,6,-15,-4,-48
O=C(OC1=C(OC(=O)c2ccccc2)C2(c3ccccc3)C(=O)C1(c1ccccc1)C1C(=O)N(c3ccccc3)C(=O)C12)c1ccccc1 (centres undefined),-5,14,-16,-9,34,29
Nc1nc(-c2ccco2)cc(-c2ccc(CO)o2)n1,-22,-10,8,16,4,4
O=C(OCC(F)(F)C(F)(F)C(F)(F)C(F)(F)C(F)(F)C(F)F)OCC(F)(F)C(F)(F)C(F)(F)C(F)(F)C(F)(F)C(F)F,0,-5,-4,-1,1,9
Nc1cccc2sccc12,4,-4,-4,12,-3,5
O=C(/C=C/C=C/c1ccccc1)c1ccco1,83*,92*,50,92*,76*,90*
O=c1c(C(=Nc2ccccc2)c2ccccc2)c[nH]n1-c1ccccc1,-10,-6,18,-16,-12,7
O=c1[nH]c2cc([N+](=O)[O-])ccc2nc1/C=C(\O)c1ccccc1,-21,-14,-4,-2,3,-18
N#C/C(=N\Nc1ccc(S(=O)(=O)O)cc1)C(N)=O,24,33,-5,44,28,35
CCOC(=O)C1CCCC1O (centres undefined),6,-4,14,-9,-18,13
O=C(O)CCC(=O)c1cccs1,-5&13,-4&2,-6&-28,-25&-5,-21&-29,20&4
Cc1cc(O)c(C(C)C)cc1N=Cc1ccccc1O,-38,-58,-30,-22,-6,-24
Cc1ccc(S(=O)(=O)N/N=C(\C(=N/OCc2ccccc2)c2ccccc2)c2ccccc2)cc1,43,28,15,11,10,-4
O=S(=O)(c1ccc(N=Cc2ccc(N(CCO)CCO)cc2)cc1)c1ccc(N=Cc2ccc(N(CCO)CCO)cc2)cc1,9,24,-6,-1,36,9
O=C1CCc2c(Cl)sc(Cl)c21,20,14,-32,4,10,6
CSc1nc(Br)nc2c1ncn2C1CC(Oc2ccc(C)cc2)C(COc2ccc(C)cc2)O1 (centres undefined),13,22,19,17,-24,4
O=c1nc2ccc3[nH]c(O)c4ccc1c2c34,2,2,4,-6,6,-8
COC(=O)CNC(=O)c1cccc(N)c1O,-21,-17,-26,-15,-25,-10
O=C1CCC(=O)N2C(=O)CCC(=O)N12,-33,-19,-15,0,3,-26
Cc1nc(Nc2ccc(Cl)c(Cl)c2)sc1C(/C=C/c1ccc2c(c1)OCO2)=N/Nc1ccc([N+](=O)[O-])cc1[N+](=O)[O-],-21,4,3,-10,2,-14

# Next section (3 carried over from the part before).
SMILES,rad50,yeast sgs1 mgt1,cln2 rad14,bub3,mlh1 rad18,mec2-1
COC(=O)CNC(=O)c1cccc(N)c1O,-21,-17,-26,-15,-25,-10
O=C1CCC(=O)N2C(=O)CCC(=O)N12,-33,-19,-15,0,3,-26
Cc1nc(Nc2ccc(Cl)c(Cl)c2)sc1C(/C=C/c1ccc2c(c1)OCO2)=N/Nc1ccc([N+](=O)[O-])cc1[N+](=O)[O-],-21,4,3,-10,2,-14
CS(=O)(=O)CSCSSCS(C)(=O)=O,-14,5,7,-14,9,-4
O=[N+]([O-])c1ccc(Sc2ccc([N+](=O)[O-])cc2)cc1,2,8,23,0,11,1
CCOC(=O)c1cn2c([nH]c3ccccc32)c(C#N)c1=O,-32,-2,8,-9,-38,-14
COc1ccc(Cc2cc3c(cc2OCC(=O)Nc2ccccn2)OCO3)cc1,22,6,19,-3,8,-2
COC(=O)c1c(/C(=N/Nc2ccc([N+](=O)[O-])cc2)[N+](=O)[O-])ssc1=N,21,28,28,25,71*,25
CCCCNC(=O)COc1c(C)cccc1Cl,14,11,46,40,13,11
CCNC(=O)OC1C=CS(=O)(=O)C1 (centres undefined),5,0,-6,8,-10,-9
COC1C(CO)OC(O)C(O)C1O (centres undefined),-7,-5,-5,-7,4,2
O=C(Nc1cccc([N+](=O)[O-])c1)c1ccc(Cl)cc1Cl,5,14,14,8,12,14
Cc1ccc2nc(C)cc(C)c2c1,-34,-19,-20,-46,-34,-46
COc1ccc(C)cc1NC(=S)NC(=O)c1ccc(Cl)cc1Cl,2,8,-13,5,1,14
NC(Cc1ccc(O)cc1)C(=O)OCc1ccccc1 (centres undefined),-6,15,-11,34,-4,0
CC(=O)c1cccc(NC(=O)Nc2ccc(CCO)cc2)c1,16,3,13,17,9,8
CN(C)Cc1ccccc1C(=O)Nc1ccccc1,0,8,-46,13,1,-12
C=C(c1ccc(N(C)C)cc1)c1ccc(N(C)C)cc1,-1,-3,-40,10,-5,-3
COc1cc2cc3c4cc(OC)c(OC)cc4cc[n+]3c(C)c2cc1OC,51,37,15,80*,-76,6
Cn1nc2c(c(Cl)c1=O)Nc1ccccc1O2,1,-25,23,1,-7,-30
O=S(=O)(Oc1ccc(OS(=O)(=O)c2ccccc2)cc1)c1ccccc1,-9,0,0,12,15,1
[Cu+2].[NH-]CC(=O)NC(Cc1ccccc1)C(=O)O.[NH-]CC(=O)NC(Cc1ccccc1)C(=O)O (centres undefined),31,11,18,1,11,2
O=S1(=O)OCCOS(=O)(=O)C1(I)I,12,-2,11,-10,16,-26
COc1ccc(C2OCCCO2)cc1,14,-6,-34,-27,4,-19
N#Cc1c(N2CCCC2)ncn(Cc2ccccc2)c1=O,1,0,-31,7,5,13
Cc1ccc2c(c1)Nc1ccccc1P2(=O)O,8,-40,38,14,-15,-3
CC1(C)CC(N)CC(C)(C)N1,-22,-9,-9,-21,-35,-39
CSc1n[nH]c(N)c1C(N)=O,2,-2,-12,13,13,0

# Full records, quoted from the list. Values in the order: rad50	yeast sgs1 mgt1	cln2 rad14	bub3	mlh1 rad18	mec2-1
# Record of COc1ccc(C)cc1NC(=S)NC(=O)c1ccc(Cl)cc1Cl : 2	8	-13	5	1	14
# Record of COc1ccc(C2OCCCO2)cc1 : 14	-6	-34	-27	4	-19
# Record of C=C(c1ccc(N(C)C)cc1)c1ccc(N(C)C)cc1 : -1	-3	-40	10	-5	-3
# Record of Cc1nc(Nc2ccc(Cl)c(Cl)c2)sc1C(/C=C/c1ccc2c(c1)OCO2)=N/Nc1ccc([N+](=O)[O-])cc1[N+](=O)[O-] : -21	4	3	-10	2	-14
# Record of CS(=O)(=O)CSCSSCS(C)(=O)=O : -14	5	7	-14	9	-4

# Continuation.
SMILES,rad50,yeast sgs1 mgt1,cln2 rad14,bub3,mlh1 rad18,mec2-1
Cn1cc(S(=O)(=O)NC(=O)Nc2ccc(Cl)cc2)c(=O)c2ccc(F)cc21,-20,13,14,-1,-15,0
CC(C)=CCNc1ncnc2nc[nH]c12,-17,-23,-6,-42,-35,-28
C/C=C/c1cc(C)cc(C)c1OC(C)CC (centres undefined),-2,11,-34,-18,10,-10
CC1=C(C(=O)Nc2cc(=O)n(C)c(=O)n2C)C(c2ccc([N+](=O)[O-])cc2)C(C(=O)Nc2cc(=O)n(C)c(=O)n2C)=C(C)N1,-33,-33,-4,-16,-12,1
CC[N](CC)[Ge]([CH2]C)[CH2]C.C[CH2][Ge]([CH2]C)[CH2]C,87*,90*,92*,90*,92*,90*
O=C1OC2C(Cl)C3CC1C2C3 (centres undefined),-12,-22,-13,5,-31,-10
COc1ccc([C@@H]2OC(=O)C3C2C(=O)O[C@H]3c2ccc(OC)cc2)cc1 (some centres undefined),8,14,5,4,19,4
CCOC(=O)/C(=C/c1ccc(C#N)cc1)N(CC)CC,-4,-9,24,-4,-9,-13
COc1cc(Nc2nc3ccccc3nc2-c2cccs2)cc(OC)c1OC,5,30,30,26,6,14
COC(=O)C1(C)CCC(c2ccc(C)cc2)=C(CC(=O)O)C1 (centres undefined),-6,-4,-1,-11,13,2
C1CCCC(N2N=NC3C4CC(C5N=NN(C6CCCCCC6)C45)C32)CC1 (centres undefined),13,8,65,-9,12,18
FC(F)(F)c1nc(=S)c2cn[nH]c2[nH]1,4,8,-12,36,-5,31
O=c1c2cccnc2cc(-c2ccccc2)n1CCO,-28,-16,5,3,-4,-12
O=C(Nc1ccc(Cc2ccc(NC(=O)Nc3cccnc3)cc2)cc1)Nc1cccnc1,-6,-2,22,15,-1,-7
CC(C)(C)[Si](C)(C)OCC1C=CC(n2cnc3c(N)ncnc32)O1 (centres undefined),14,-9,-13,-8,-5,6
CCCCCCCCCCCCCCC(CCCCCCCCCCCCCC)c1ccccc1,38,12,-29,-3,12,-1
C=CCn1c(SCc2ccccc2)nccc1=O,25,17,-33,7,9,-11
Cc1cc2cccnc2c2ncccc12,99*,99*,98*,99*,99*,99*
C=C1CCCC(C)(C)C1CC/C(C)=C/CC/C(C)=C/CO (centres undefined),-1,13,8,9,12,-1
C=C(CC/C=C\CO)[Si](C)(C)C,-10,1,7,10,-10,-20
S=c1[nH]ccn1-c1ccccc1,-7,-17,-4,-10,-11,-24
CCCCN(CCCC)CC(O)c1cc2ccc(Cl)cc2nc1-c1ccc(Cl)cc1 (centres undefined),65,86*,8,-6,79*,42
CN(C(=O)CCC(=O)O)c1ccccc1C(=O)O,0,11,-6,1,-16,-2
CCCCC1(O)CC2CC1C(C)C2(C)C (centres undefined),0,-3,22,16,2,8
CC(=O)NCCCCC(N)C(=O)O (centres undefined),-3,4,11,4,-4,-24
# Next part
SMILES,rad50,yeast sgs1 mgt1,cln2 rad14,bub3,mlh1 rad18,mec2-1
NNC(=O)c1cccc(C(=O)NN)n1,6,9,6,31,15,5
CCCCC(CC)C/C=C(/C)OC(C)=O (centres undefined),2,-7,-22,1,-4,4
O=C1c2ccccc2C(=O)c2sc(Nc3ccc([N+](=O)[O-])cc3)nc21,60,58,29,81*,84*,77*
CN(C)CCCNC(=O)c1cc(NC(=O)c2cc(NC(=O)c3cc(NC(=O)CCCn4ccc(CO)c4CO)cn3C)cn2C)cn1C,7,-5,32,5,8,-9
O=CN/C=C\c1cc(O)ccc1O,3,-3,21,17,13,4
CCCc1ccc(N=Cc2cc(OC)c(OC)c(OC)c2)cc1,-2,14,4,-8,22,13
C=CCOc1ccc(S(=O)(=O)c2ccc(OCC=C)cc2)cc1,4,-3,-28,8,-4,-8
CCN(Cc1ccc(Cl)c(Cl)c1)c1ccc2nc(N)nc(N)c2c1C,40,51,40,6,30,85*
CCCCCOc1ccccc1C=O,19,0,-5,-8,6,9
CC(=O)SCC(C)CCl (centres undefined),-12,-31,-3,-18,-25,-48
COc1ccc(N2C(=O)CCC2=O)cc1,-8,-8,-6,-10,5,0
CCOC(=O)c1c(SCc2ccccc2)nc2c3ccccc3ccn12,-18,-30,-1,-21,-57,-19
COc1ccc(/C=C/c2nc(=S)[nH][nH]2)cc1,-17,7,9,19,-39,-18
CCCCCCCCCC(=O)CC(=O)c1c(O)cccc1O,86*,90*,89*,87*,86*,90*
O=C1NC(N/N=C\C(O)C(O)C(O)C(O)CO)=N/C1=C/c1ccccc1 (centres undefined),33&21&36,17&24&21,10&-6&-1,18&15&17,-24&14&-11,34&21&23
CN(C)/C=N/NC(=O)c1ccccc1N,-15,-7,-12,2,1,-16
CO/N=C1/c2sccc2[C@H](NC(=O)C(F)(F)F)[C@@H]1O,7,5,14,2,36,4
OC12c3ccccc3C1CCCCCCCCCC21OCCCO1 (centres undefined),-3,-43,6,-30,-24,-20
CC1c2ccccc2Cn2cc3c(c21)C(=O)c1cccc(OP(=O)(O)OCc2ccccc2)c1C3=O (centres undefined),2,13,3,5,12,13
O=C(NO)C(=O)Nc1ccc(Cl)cc1[N+](=O)[O-],47,37,42,49,45,28
O=C(Nc1cc([N+](=O)[O-])ccc1Cl)c1ccc(F)cc1,13,15,18,29,20,6
CC(C#N)NCc1ccccc1 (centres undefined),2,-1,-6,-10,-23,7
COc1ccc(C2=C(C#N)C(=O)OCCN2C)cc1,-7,-15,17,8,6,1
CC(C)C1=C2CCC3(C)C(CCC4C5C6OCC5(CCC6(C)C)CCC43C)C2(C)CC1 (centres undefined),72*,82*,84*,77*,66,78*
NNC(=S)N/N=C(/C(=O)Nc1ccc(Cl)c(Cl)c1)C(C1OC(=O)c2ccccc21)[N+](=O)[O-] (centres undefined),27,34,23,32,30,4
Cc1c(-c2ccccc2)nnn1-c1ccc(F)cc1F,2,13,-11,21,-9,-29
COC(=O)C(CC(=O)c1ccccc1)c1ccccc1 (centres undefined),14,11,-28,-1,4,-7
Cn1c(=O)c2[nH]c(CCCCCc3nc4c([nH]3)c(=O)n(C)c(=O)n4C)nc2n(C)c1=O,-9,-27,-18,-16,-16,7
